# Fh CTSL1 inh: counter-screen for PFM18AAP inhibitors: inhibitors of F. hepatica cathepsin L1. inhibition, % at 5.96 µM. recombinant F. hepatica cathepsin L1, Z-Leu-Arg-MCA fluorescence. 0.49% of 300,000 active;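 active means inhibition above the mean of all tested compounds plus 3 SD, set per screening campaign, cut at about 17% in these data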;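 further: 0% = plate median of test compound wells and 100% = 1 µM Z-Phe-Ala-diazomethylketone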
# ZTA DNA inh: counter-screen for EBNA-1 inhibitors: inhibitors of Epstein-Barr virus ZTA | 0.15% of 320,000 active | P03206 | ZTA-DNA binding, fluorescence polarization | inhibition, % at 11 µM | AID 2234; in the data active means inhibition above about 33%
# Target sequence (P03206 whole entry, looked up): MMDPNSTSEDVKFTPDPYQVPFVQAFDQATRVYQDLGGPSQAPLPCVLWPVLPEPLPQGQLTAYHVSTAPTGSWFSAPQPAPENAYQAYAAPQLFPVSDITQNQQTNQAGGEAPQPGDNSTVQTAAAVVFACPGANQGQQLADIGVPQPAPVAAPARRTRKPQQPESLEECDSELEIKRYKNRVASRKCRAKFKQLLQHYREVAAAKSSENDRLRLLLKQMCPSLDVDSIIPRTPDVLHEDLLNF
# HCV core dimer: HCV core protein dimerization inhibition | TR-FRET GST/Flag-core106 dimerization, 1536-well | inhibition, % at 5 µM | 0.33% of 300,000 active;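 active means inhibition above the mean of all tested compounds plus 3 SD, set per screening campaign, cut at about 45% in these data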
#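 assay system = GST-tagged and Flag-tagged HCV core protein residues 1-106 | controls = unlabelled core106 and no-GST-core106 wells | incubation = compound-protein-antibody incubation 4 h at 22.5 °C | probe or stimulus = Eu donor and XL665 acceptor anti-tag antibodies | read-out = % inhibition based on acceptor/donor emission ratio | signal = TR-FRET 671 and 617 nm emission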
# PP5 inh: PP5 (human) phosphatase inhibition | inhibition, % at 6.7 µM | P53041 | purified PP5c, OMFP substrate fluorescence | 0.18% of 320,000 active;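 active means inhibition above the campaign's mean inhibition across all tested compounds plus 3 SD, cut at about 9.5% in these data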;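 further: 0% = DMSO only and 100% = 100 µM cantharidin control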
# Yeast superoxide: yeast age-related superoxide inhibition as caloric restriction mimetic. S. cerevisiae aged cells, superoxide DHE fluorescence; hits give low values. superoxide response (% of plate mean), % at 10 µM. 0.18% of 330,000 active. AID 2690;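 active means superoxide response under a set limit, about three screen SD below normal, cut at about 65% in these data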;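 further: yeast aged for seven days with compound at 30 °C before DHE staining; 100% = average MFI of all compound-treated wells on the plate with controls excluded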
# PP1 counter: PP1-alpha (human) inhibition in PP5 counter-screen; inhibition, % at 6.7 µM; purified PP1alpha, OMFP fluorescence; 0.9% of 320,000 active;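 active means inhibition above the mean inhibition of all tested compounds plus 3 SD, computed separately for each screening campaign, cut at about 15% in these data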
# Target sequence (P62136 whole entry, looked up): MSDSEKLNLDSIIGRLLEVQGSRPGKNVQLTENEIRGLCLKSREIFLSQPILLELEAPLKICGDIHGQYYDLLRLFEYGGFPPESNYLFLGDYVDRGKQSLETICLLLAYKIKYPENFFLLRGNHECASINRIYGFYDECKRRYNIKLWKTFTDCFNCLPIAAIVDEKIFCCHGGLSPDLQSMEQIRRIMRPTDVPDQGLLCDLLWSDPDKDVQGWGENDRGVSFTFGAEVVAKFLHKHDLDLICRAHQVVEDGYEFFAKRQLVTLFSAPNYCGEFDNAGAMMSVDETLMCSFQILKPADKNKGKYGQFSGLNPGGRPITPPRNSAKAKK
# TPT1 inhibitor: inhibitors of Candida albicans tRNA 2'-phosphotransferase TPT1 | recombinant caTPT1, FP RNA substrate dephosphorylation | inhibition, % at 5 µM | 0.81% of 300,000 active;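 active means inhibition above the mean of all tested compounds plus 3 SD, set per screening campaign, cut at about 24% in these data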;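 further: plate controls were DMSO alone for no effect and ferristatin control at 100 nM for full effect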
# GASC-1 inh: inhibitors of human GASC-1 (JMJD2C) demethylase; inhibition, % at 2.35 µM; GST-JMJD2C(1-420) H3K9me3 demethylation, DELFIA europium; Q9H3R0; 0.069% of 330,000 active;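 active means more than half of a compound's replicate wells show inhibition beyond 50%, single wells judged on their own value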;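 further: signal counts dimethyl H3K9 product captured on neutravidin plate; 0% = median of DMSO wells and 100% = 0.3 times that DMSO median; strong numbers were not always called active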
# Target sequence (Q9H3R0 1-420 limits assumed): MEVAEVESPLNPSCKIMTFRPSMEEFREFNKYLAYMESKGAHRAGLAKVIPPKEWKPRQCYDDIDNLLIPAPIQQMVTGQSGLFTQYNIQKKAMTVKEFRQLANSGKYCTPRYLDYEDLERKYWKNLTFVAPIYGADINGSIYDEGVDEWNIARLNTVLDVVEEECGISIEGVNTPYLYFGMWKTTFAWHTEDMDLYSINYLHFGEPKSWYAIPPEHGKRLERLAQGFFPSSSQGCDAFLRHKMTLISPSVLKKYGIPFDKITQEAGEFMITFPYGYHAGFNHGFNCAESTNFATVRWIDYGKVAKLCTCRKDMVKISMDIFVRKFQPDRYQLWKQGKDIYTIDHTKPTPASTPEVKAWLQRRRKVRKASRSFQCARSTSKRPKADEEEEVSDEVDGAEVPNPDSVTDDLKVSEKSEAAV
# EBNA-1 inh: blocks EBNA-1 binding to DNA. EBNA-1 DNA binding, fluorescence polarization. inhibition, % at 14.8 µM. 0.34% of 300,000 active; in the data active means inhibition above about 28%
# * hit, by the source's call; x = no result given.
Structure	Fh CTSL1 inh	ZTA DNA inh	HCV core dimer	PP5 inh	Yeast superoxide	PP1 counter	TPT1 inhibitor	GASC-1 inh	EBNA-1 inh
COc1ccc(CN2C(=O)c3ccccc3C2OC)cc1 (centres undefined)	-13	-5	-6	-5.8	102	2	-1	5	-26
CN(C)S(=O)(=O)N1CCN(C(=O)N2CCCCC2)CC1	3	4	0	0.5	108	-4	-3	-8	-1
COc1ccc2cc(C(=O)NCc3ccco3)c(=Nc3ccc(C(=O)O)cc3)oc2c1	5	-6	-1	1.5	101	1	-1	-5	2
NS(=O)(=O)c1ccc(NC(=O)COC(=O)CCc2ccccc2)cc1	-10	0	-4	-0.4	88	-5	2	67	-3
CC12CN3CC(C)(CN(C1)C3c1cc(Br)ccc1O)C2=O (centres undefined)	10	-20	0	-2.0	109	10	-1	-3	-7
S=C(NCc1cccc(Cl)c1)NC1CCCCC1	-8	-4	-2	-1.1	90	-1	0	-6	-11
CCOC(=O)C1=C(CN2CC(C)CC(C)C2)NC(=O)NC1c1ccc2c(c1)OCO2 (centres undefined)	5	-23	5	3.7	105	8	-7	-2	0
O=C(NCc1ccccc1)c1onc(CSc2ccc(Cl)cc2)c1C(=O)NCC1CC1	-2	-16	2	2.4	98	1	1	3	-2
CCC(c1nnnn1C1CCCC1)N1CCN(C(=O)c2ccco2)CC1 (centres undefined)	1	-13	-6	1.6	94	-3	-3	-4	5
CCC(C)c1ccc(NC(=O)C2CCCN(c3ncccn3)C2)cc1 (centres undefined)	1	4	-1	5.1	113	-4	3	13	0
O=C(Oc1coc(CSc2ncccn2)cc1=O)c1cccs1	-15	-11	0	0.0	98	-6	5	5	-8
Cc1c(N=Cc2ccncc2)c(=O)n(-c2ccccc2)n1C	1	-2	3	1.7	94	0	5	x	1

# Some of the entries above in a different format.
O=C(NCc1ccccc1)c1onc(CSc2ccc(Cl)cc2)c1C(=O)NCC1CC1
- Fh CTSL1 inh: -2
- ZTA DNA inh: -16
- HCV core dimer: 2
- PP5 inh: 2.4
- Yeast superoxide: 98
- PP1 counter: 1
- TPT1 inhibitor: 1
- GASC-1 inh: 3
- EBNA-1 inh: -2

CN(C)S(=O)(=O)N1CCN(C(=O)N2CCCCC2)CC1
- Fh CTSL1 inh: 3
- ZTA DNA inh: 4
- HCV core dimer: 0
- PP5 inh: 0.5
- Yeast superoxide: 108
- PP1 counter: -4
- TPT1 inhibitor: -3
- GASC-1 inh: -8
- EBNA-1 inh: -1

# Going on with the list.
Structure	Fh CTSL1 inh	ZTA DNA inh	HCV core dimer	PP5 inh	Yeast superoxide	PP1 counter	TPT1 inhibitor	GASC-1 inh	EBNA-1 inh
COc1ccc(NC(=O)c2sccc2OS(=O)(=O)N(C)C)cc1	1	4	2	-2.1	101	0	2	17	13
Cc1ccc(S(=O)(=O)NCC(=O)OC(C(=O)c2ccccc2)c2ccccc2)cc1 (centres undefined)	-43	-9	4	0.3	102	0	1	x	1
CCn1cc(S(=O)(=O)c2ccc(Cl)cc2)c(=O)c2cc(OC)ccc21	1	4	5	1.1	94	1	1	-4	1
O=C(Nc1nccs1)c1cccc(NC(=O)C2CC2)c1	-6	10	0	0.5	85	-4	2	1	10
O=C(NCCn1cccn1)c1ccc(OC2CCN(CCc3ccccc3)CC2)cc1	-4	5	4	2.4	95	3	1	-16	1
NC(=O)Nc1ccc(C(=O)OCC(=O)Nc2ccc([N+](=O)[O-])cc2C(F)(F)F)cc1	-4	-9	5	2.5	103	5	0	18	2
COc1ccccc1CN1CC(C(=O)N2CCCCCCC2)CCC1=O (centres undefined)	-5	-7	6	1.3	99	-4	-1	-3	1
Cc1ccccc1Nc1nnc(SCC(=O)Nc2ncc(C(F)(F)F)cc2Cl)s1	2	6	10	-0.7	91	-1	3	0	6
N#CC1=C(N)Nc2ncnn2C1c1ccc([N+](=O)[O-])cc1 (centres undefined)	7	-2	0	1.8	102	-11	4	9	-5
CCC(C)NC(=O)c1nn(C)c(=O)c2ccccc12 (centres undefined)	4	5	-3	1.4	94	-4	2	-14	-16
CCc1nnc(/N=C/c2c(O)n(-c3ccc(Cl)cn3)c(=O)c3ccccc23)s1	6	-37	-16	-3.5	90	-10	-4	8	5
CCOCCCNC(=S)N(CCN(CC)CC)Cc1cc2cc3c(cc2[nH]c1=O)OCCO3	1	-1	-13	-2.4	102	-6	-1	-1	11
O=c1[nH]n2c(-c3ccccc3)nc(O)c2c2ccccc12	0	-6	5	-0.3	87	-11	0	84	7
COc1ccc(COC(=O)CCS(=O)(=O)c2ccc(C)cc2)cc1	-33	-17	-6	-0.5	98	-1	2	-1	-4
Cc1nc(Cl)c(C#N)cc1-c1ccccc1	0	-4	-3	-0.4	106	0	-1	-1	11
COC(=O)CSc1nc2ncc(Cl)cc2[nH]1	-3	16	1	1.5	109	-2	-2	-3	-1
O=C(CO/N=C\c1ccccc1)Nc1ccccc1C(=O)N1CCOCC1	-2	-1	-6	0.9	99	-2	-1	4	0
COc1cccc(NC(=O)Cn2nnc(C(=O)Nc3ccccc3)c2N)c1	-3	10	8	2.6	95	-2	-4	9	15
Cc1nn(C(C)C(=O)c2cccc(Cl)c2)c(C)c1[N+](=O)[O-] (centres undefined)	2	-6	-5	2.9	93	1	0	-3	1
CCOC(=O)c1ccccc1NC(=O)COC(=O)CSC(C)C(=O)Nc1cc(C)on1 (centres undefined)	-3	14	-6	1.5	116	-4	-3	-4	15
Cc1cc(C(=O)Nc2sc3c(c2C#N)CCC3)no1	7	9	-4	-0.7	90	-1	-2	8	4
CCc1nnc(SCC(=O)Nc2ccc(C(C)=O)cc2)nc1CC	-4	-16	-2	1.7	103	-2	1	14	4
Cc1cc(C)cc(OCC(=O)NNC(=O)c2ccoc2C)c1	-5	-2	0	3.1	90	-5	-1	4	-3
Cc1ccc(C)c(NC(=O)C2C(c3ccccc3)C2(Cl)Cl)c1 (centres undefined)	2	13	-1	3.6	102	4	-1	5	0
COC(=O)c1sc(N2C(=O)C(O)=C(C(=O)c3ccc(C)o3)C2c2ccco2)nc1C (centres undefined)	7	2	-6	5.7	89	1	8	2	10
Cc1ccc(C)c(CN2CCC(CNC(=O)Nc3ccc(F)c(Cl)c3)CC2)c1	-5	5	0	2.1	92	-3	-3	80	12
COCCNC(=S)N1CCC(c2nc(-c3ccc(F)cc3)no2)CC1	-4	3	-1	-0.5	102	-1	1	11	-11
O=C(CC(c1ccccc1O)N1CCCCC1)N1CCCCC1 (centres undefined)	-3	-8	-2	-0.3	102	1	-3	-3	1
CCOc1cc(C2/C(=C(\O)c3cc(C)ccc3C)C(=O)C(=O)N2CCN(C)C)ccc1O (centres undefined)	-3	3	0	1.1	116	11	-4	-5	-12
CCN1CCc2c(OCC(=O)N3CCCCC3)cccc2C1=O	4	3	-4	0.7	84	-2	-2	5	-3
O=C(Oc1cccc(Nc2ncnc3ccccc23)c1)c1cccnc1	-8	4	13	1.7	100	-1	1	0	-9
CCn1c(SCC(=O)O)nnc1-c1ccc(S(=O)(=O)N2CCCC2)cc1	-1	-2	5	0.0	100	1	-1	10	7
c1ccc(-n2cc(CN3CCCC(CN4CCCC4)C3)c(-c3ccc4c(c3)OCO4)n2)cc1 (centres undefined)	2	11	-5	-0.3	89	4	-3	-2	5
CCOc1ccccc1Oc1cn[nH]c1-c1ccc(OCC(=O)NN)cc1O	-4	3	1	3.4	117	11	1	1	-23
CC(C)c1ccc(NC(=O)C2C3C=CC4(CN(CCCN5CCOCC5)C(=O)C24)O3)cc1 (centres undefined)	0	0	-1	-0.7	88	-2	0	-73	-5
OCCC1CN(CCCc2ccccc2)CCN1Cc1ccccc1 (centres undefined)	1	5	-3	1.6	100	-3	1	18	5
COc1ccc(CC(NC(C)=O)C(=O)NC2CCN(C(=O)c3ccncc3)CC2)cc1OC (centres undefined)	-2	6	-3	-1.2	79	-6	-2	-2	0
COc1ccc(CCNCC(=O)Nc2ccccc2C(F)(F)F)cc1	-1	-4	-6	3.5	106	0	1	0	-4
O=C(O)C1C2CCC(O2)C1C(=O)Nc1ccc(OC(F)F)cc1 (centres undefined)	0	19	8	68*	99	68*	0	-12	-1
CCCOc1ccc(Cc2c(O)nc(SC)[nH]c2=O)cc1C	0	2	-6	0.7	104	9	1	2	-12
Cc1c(N2C(=O)c3ccc(F)cc3C2=O)c(=O)n(-c2ccccc2)n1C	2	11	-7	-1.1	103	1	1	-4	-1
CC1CCN(CCOCCOc2ccc(Br)cc2Cl)CC1	3	-12	-6	2.4	93	2	-2	-18	0
Cc1sc2nc[nH]c(=O)c2c1-c1ccc(Cl)cc1	-4	-8	0	-4.2	97	-4	5	-7	-7
COC(=O)C(NC(=O)CCc1c(C)nc2ncnn2c1C)C(C)C (centres undefined)	0	-7	-6	2.0	91	2	-2	-1	9
CC(C)N1CCN(Cc2ccc(C#CC(C)(C)O)cc2)CC1CCO (centres undefined)	-2	-14	-1	3.2	106	-3	3	-6	-11
CC(=O)Nc1ccc(NC(=O)C(C)OC(=O)C2(c3ccccc3F)CCCC2)cc1 (centres undefined)	x	-7	x	1.9	71	-2	x	-1	x
COc1nc2ccccc2nc1OC	-2	-8	-4	0.1	99	-1	-2	19	-8
O=C(Cc1ccccc1Cl)Nc1cc(S(=O)(=O)N2CCOCC2)ccc1N1CCOCC1	x	-3	x	-0.4	89	-2	x	x	x
COCCCNS(=O)(=O)c1ccc(Cl)c(C(F)(F)F)c1	-2	-14	-4	-0.1	103	2	-7	-8	-4
CC(C)CC(NC(=O)C1CCC(C)CC1)C(=O)NCc1ccco1 (centres undefined)	23*	-10	-1	0.5	91	-2	0	-2	-2
Cc1ccc(S(=O)(=O)NN2Cc3ccccc3C2=N)cc1	2	-6	0	4.4	95	-3	3	-16	6
CC(C)OC(=O)c1cc(NC(=O)C2C3C=CC(O3)C2C(=O)O)cc(C(=O)OC(C)C)c1 (centres undefined)	1	-1	-11	31*	132	8	-4	2	5
COc1ccccc1C(=O)NC(=S)Nc1ccc(S(=O)(=O)N2CCN(C)CC2)cc1	-2	0	-6	1.2	92	-1	0	-6	7
CCN(CC)c1ncnc2c1sc1nc(C)cc(C)c12	-1	1	0	2.4	94	0	4	-5	-15
Cc1nc2ncnn2c(C)c1CCC(=O)NCCc1ccccc1	0	5	-7	2.0	95	-2	4	9	-13
O=C(COC(=O)c1ccco1)c1ccc(S(=O)(=O)N2CCCCC2)cc1	1	-4	14	-1.5	97	5	-1	0	5
CN(C)c1ccc(P(=O)(COc2ccc([N+](=O)[O-])cc2)c2ccc(N(C)C)cc2)cc1	-1	0	10	1.7	95	3	-1	-8	4
CC1(C)CC2CC(C)(CN2C(=S)Nc2ccccc2)C1 (centres undefined)	-2	5	-2	-3.9	101	0	-2	-20	-7
C=CCSc1nnc(NC(=O)CCN2C(=O)C3CC=CCC3C2=O)s1 (centres undefined)	x	5	x	-2.4	74	0	x	-6	x
CC(NC(=O)CSc1nc2c(cc1C#N)CN(C)CC2)c1ccccc1 (centres undefined)	-2	-11	-10	1.1	120	1	-14	18	-6

# (further entries)
Structure	Fh CTSL1 inh	ZTA DNA inh	HCV core dimer	PP5 inh	Yeast superoxide	PP1 counter	TPT1 inhibitor	GASC-1 inh	EBNA-1 inh
Cc1ccc(C)c(OCC(=O)Nc2cccc(C(=O)O)c2)c1C	0	-14	-6	3.6	103	-1	0	-2	-10
O=C(c1cc2ccccc2oc1=O)N(Cc1ccccc1F)C1CCS(=O)(=O)C1 (centres undefined)	2	0	0	-0.9	95	0	-2	-9	-3
COc1ccccc1C(=O)N/N=C(\C)c1cccnc1	-2	0	1	0.8	116	0	-2	4	-2
Cc1noc(C)c1COC(=O)c1ccccc1NC(=O)c1ccco1	-7	-16	1	1.8	104	3	4	0	-4

# Bioassay records deposited in PubChem BioAssay by several laboratories.
